Bfl-1 Bim block: human Bim-Bfl-1 interaction inhibition. Q16548. Bead-based flow cytometry, Bim-Bfl-1 binding inhibition. inhibition, % at 10 µM. hit rate 0.12% among 190,000. AID 1008;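 further: 0% = wells without compound plus tracer and 100% = blocker peptide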
Bim-Bcl-W: inhibitors of Bim-Bcl-W interaction, human. hit rate 0.02% among 190,000. inhibition, % at 10 µM. bead-based flow cytometry, Bim peptide-Bcl-W binding. AID 952;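 further: 0% = bound tracer without compound and 100% = peptide blocker; higher means less fluorescent Bim peptide bound to Bcl-W beads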
HRas wt GTP: modulators of GTP binding to human HRas wildtype; GTP binding activity, % at 10 µM; P01112; GST-Ras wt beads, Bodipy-FL-GTP binding, flow cytometry; actives lie on both sides; hit rate 0.14% among 190,000; AID 759;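 active means GTP binding activity at least 20% away from the 100% baseline, either lowered as inhibitor or raised as activator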;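 further: 0% = unlabeled GTP competition control and 100% = no-compound control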
Target sequence (P01112 whole entry, looked up): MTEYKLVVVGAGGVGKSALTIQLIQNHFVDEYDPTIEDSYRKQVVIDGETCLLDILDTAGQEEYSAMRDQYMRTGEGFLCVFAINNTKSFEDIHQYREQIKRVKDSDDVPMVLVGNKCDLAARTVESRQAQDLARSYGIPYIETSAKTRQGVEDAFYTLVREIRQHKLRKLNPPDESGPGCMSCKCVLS
Bim-Bcl-2: disrupts Bim peptide binding to human Bcl-2 | hit rate 0.06% among 190,000 | inhibition, % at 10 µM | Bead-based flow cytometry, Bim peptide-Bcl-2 binding | P10415 | AID 950; in the data active means inhibition above about 40%;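 further: 0% = no compound wells with probe peptide and 100% = reference peptide inhibitor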
Target sequence (P10415 whole entry, looked up): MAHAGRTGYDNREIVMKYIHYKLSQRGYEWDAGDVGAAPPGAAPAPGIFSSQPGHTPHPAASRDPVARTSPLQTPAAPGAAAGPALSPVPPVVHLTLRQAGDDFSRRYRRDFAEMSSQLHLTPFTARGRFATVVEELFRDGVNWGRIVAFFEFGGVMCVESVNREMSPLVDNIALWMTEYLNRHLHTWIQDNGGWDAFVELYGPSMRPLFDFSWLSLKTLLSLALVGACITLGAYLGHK
Bim-Bcl-XL: human Bim-Bcl-XL interaction inhibition | AID 1007 | Bim peptide-Bcl-XL binding, bead flow cytometry, fluorescence | hit rate 0.04% among 190,000 | Q07817 | inhibition, % at 10 µM
Target sequence (Q07817 whole entry, looked up): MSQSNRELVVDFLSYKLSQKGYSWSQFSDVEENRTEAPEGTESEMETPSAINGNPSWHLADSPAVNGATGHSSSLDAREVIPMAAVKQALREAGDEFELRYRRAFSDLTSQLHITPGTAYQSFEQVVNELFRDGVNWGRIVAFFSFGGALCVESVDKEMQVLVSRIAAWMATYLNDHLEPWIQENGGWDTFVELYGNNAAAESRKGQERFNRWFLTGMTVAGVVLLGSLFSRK
Rac1 wt GTP bind: alters GTP binding to wildtype human Rac1. P63000. GST-Rac1 beads, fluorescent GTP binding, flow cytometry; actives lie on both sides; 0 = cold GTP competed, 100 = untreated. GTP binding activity (% of control), % at 10 µM. hit rate 0.27% among 190,000;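 active means GTP binding activity at least 20 points away from the 100% control level, either lower or higher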
Cdc42 wt GTP: modulators (inhibitors or activators) of GTP binding to human Cdc42 wildtype; P60953; percent activity (GTP binding), % at 10 µM; AID 761; GST-Cdc42 beads, Bodipy-GTP binding, flow cytometry; actives lie on both sides; hit rate 0.2% among 190,000;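 active means percent activity GTP binding at least 20 points away from the 100% baseline, either down as inhibitor or up as activator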;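 further: median bead fluorescence of bound Bodipy-FL-GTP at 100 nM; 0% = excess unlabeled GTP control and 100% = no compound control; below 100% means less GTP binding so inhibitor and above means activator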
Target sequence (P60953 whole entry, looked up): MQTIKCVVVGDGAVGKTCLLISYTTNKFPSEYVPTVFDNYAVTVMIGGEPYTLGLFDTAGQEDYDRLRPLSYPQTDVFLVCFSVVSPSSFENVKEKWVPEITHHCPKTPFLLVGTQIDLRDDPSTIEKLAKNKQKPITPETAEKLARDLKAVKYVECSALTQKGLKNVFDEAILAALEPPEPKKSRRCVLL
Rab7 wt GTP bind: alters GTP binding to wildtype dog Rab7. GST-Rab7 beads, fluorescent GTP binding, flow cytometry; actives lie on both sides; untreated = 100%, excess cold GTP = 0%. GTP binding activity (percent of control), % at 10 µM. hit rate 0.055% among 190,000. AID 758;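 active means fluorescent GTP binding to Rab7 beads changed by at least 20 points from the 100% baseline, either direction, mostly lower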;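 further: median green fluorescence of bound Bodipy-FL-GTP per Rab7 bead population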
Rab2 wt GTP: changes GTP binding to wildtype dog Rab2A, up or down; P61105; GST-Rab2 wt beads, Bodipy-GTP binding, flow cytometry; GTP binding activity, % at 10 µM; hit rate 0.19% among 190,000;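 active means GTP binding activity at least 20 points away from 100%, either lowered or raised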;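 further: 0% = beads with excess unlabeled GTP and 100% = no-compound control corrected for plate trend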
Bim-Bcl-B: human Bim-Bcl-B interaction inhibition. Q9HD36. bead-based flow cytometry, Bim peptide-Bcl-B binding. inhibition, % at 10 µM. hit rate 0.073% among 190,000. AID 951;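 further: 0% = tracer peptide without compound and 100% = reference inhibitor peptide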
Rac1 mut GTP: human Rac1 activated mutant GTP binding change. hit rate 0.11% among 190,000. P63000. percent activity (GTP binding), % at 10 µM. GST-Rac1 activated beads, fluorescent GTP binding, flow cytometry; actives lie on both sides; 100% means binding = to untreated wells;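 active means GTP binding at least 20 percentage points away from the 100% baseline, in either direction, so actives lie on both sides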
* marks the source's active call; other numbers are inactive results. Unless noted, no stated cut-off is given here; in the data, active means inhibition above about 40%.

SMILES	Bfl-1 Bim block	Bim-Bcl-W	HRas wt GTP	Bim-Bcl-2	Bim-Bcl-XL	Rac1 wt GTP bind	Cdc42 wt GTP	Rab7 wt GTP bind	Rab2 wt GTP	Bim-Bcl-B	Rac1 mut GTP
O=C1C(Cc2ccccc2)C(c2ccccc2)N1c1ccccc1 (stereo not given)	0.0	1.0	97.0	1.0	2.0	97.0	97.0	92.0	97.0	1.0	96.0
Cc1ccc(S(=O)(=O)NC(C(=O)Oc2ccc3c(C(F)(F)F)cc(=O)oc3c2)c2ccccc2)cc1 (stereo not given)	-13.0	-4.0	97.0	-8.0	-6.0	96.0	88.0	99.0	99.0	-8.0	94.0
COc1ccccc1C(=O)OCC(=O)Nc1ccc(Cl)cn1	-2.0	-2.0	98.0	-1.0	0.0	102.0	99.0	96.0	97.0	-3.0	97.0
COc1ccc(-n2nc(C(=O)NCC(=O)N3CCN(c4ccccn4)CC3)c3ccccc3c2=O)cc1Cl	-5.0	0.0	99.0	-6.0	-4.0	101.0	95.0	105.0	98.0	-1.0	93.0
CSc1nc2sc3c(c2c(=O)[nH]1)CCC(C)C3 (stereo not given)	-1.0	-2.0	100.0	-5.0	-3.0	105.0	103.0	98.0	100.0	-2.0	96.0
COc1ccc(C2C(C(=O)Nc3cccc(C)n3)c3ccccc3C(=O)N2C)cc1OC (stereo not given)	-19.0	-2.0	101.0	-15.0	-6.0	107.0	105.0	103.0	99.0	-12.0	101.0
CCOC(=O)CC(c1ccc([N+](=O)[O-])cc1)n1c(C)ccc1C (stereo not given)	-3.0	0.0	98.0	-1.0	0.0	99.0	99.0	97.0	97.0	-2.0	92.0
O=C(O)c1ccc(Cn2cnc3scc(-c4ccccc4)c3c2=O)cc1	-2.0	-4.0	94.0	-5.0	-4.0	94.0	97.0	101.0	98.0	-2.0	92.0
COc1ccc(C(=O)NC2CCN(C(=S)Nc3ccccc3C)CC2)cc1	-4.0	-2.0	97.0	-8.0	0.0	102.0	98.0	105.0	98.0	-11.0	98.0
CN(C)S(=O)(=O)c1cc(C(=O)NCc2ccccc2)c(Cl)cc1Cl	-5.0	0.0	98.0	-4.0	-4.0	97.0	96.0	104.0	100.0	-3.0	95.0
CCC(C)NC(=O)/C=C/c1cccs1 (stereo not given)	0.0	-4.0	103.0	0.0	-3.0	107.0	106.0	104.0	103.0	-6.0	102.0
COc1ccc(S(=O)(=O)N(C(=O)C(C)C)c2ccc3oc(=O)sc3c2)cc1	-8.0	-3.0	100.0	-4.0	-9.0	104.0	101.0	102.0	99.0	-9.0	99.0
O=C(Nc1ccccc1NC(=O)c1csnn1)c1csnn1	-2.0	5.0	99.0	3.0	0.0	101.0	98.0	102.0	98.0	-1.0	97.0
COc1ccc(CN(Cc2ccc(C(=O)O)cc2)C(=S)Nc2cc(C)cc(C)c2)cc1OC	-3.0	-8.0	102.0	-4.0	-4.0	104.0	102.0	107.0	103.0	-7.0	99.0
CCC(C)(NC(=O)c1ccccn1)C(=O)NC1CCCC1 (stereo not given)	2.0	-2.0	100.0	0.0	-3.0	98.0	95.0	108.0	103.0	0.0	95.0
CCOC(=O)CCCNC(=O)COC(=O)c1cc2ccccc2cc1O	-14.0	-2.0	102.0	-8.0	-7.0	105.0	103.0	101.0	105.0	-8.0	98.0
OC(CN1c2ccccc2Sc2ccccc21)Cn1nnc2ccccc21 (stereo not given)	0.0	-8.0	103.0	-1.0	-6.0	101.0	102.0	101.0	101.0	-2.0	99.0
CN1N=C(C(=O)N2CCCC(C(=O)c3cccc(C(F)(F)F)c3)C2)CCC1=O (stereo not given)	0.0	-1.0	97.0	3.0	2.0	98.0	99.0	94.0	96.0	13.0	97.0
CCCCNS(=O)(=O)c1ccc(S(=O)(=O)NCc2ccncc2)cc1	-7.0	-5.0	94.0	-3.0	-8.0	96.0	95.0	95.0	94.0	-6.0	94.0
Cc1ccc(S(=O)(=O)/N=C(/c2ccccc2)N2CCOCC2)cc1	-4.0	0.0	95.0	-3.0	0.0	97.0	95.0	95.0	96.0	0.0	97.0
CCC(=O)Nc1sc(C(=O)N2CCCCC2)c(C)c1C#N	-8.0	2.0	103.0	-5.0	1.0	108.0	108.0	100.0	99.0	-5.0	101.0
CCc1ccc(NC(=S)NC2CC3CCCC(C2)N3Cc2cccs2)cc1 (stereo not given)	-1.0	-1.0	104.0	2.0	0.0	101.0	104.0	103.0	103.0	1.0	103.0
Cc1[nH]nc2c1C(c1ccc(F)cc1)C1=C(CC(C)(C)CC1=O)N2 (stereo not given)	-5.0	-3.0	100.0	-1.0	-3.0	99.0	98.0	100.0	97.0	-1.0	97.0
Cn1cccc1Cc1nnc(SCC(=O)NCC2CCCO2)n1C (stereo not given)	-1.0	-3.0	97.0	0.0	0.0	101.0	97.0	95.0	97.0	-3.0	98.0
Cc1nc(CN(C)Cc2nc(Cc3ccccc3Cl)no2)cs1	-14.0	-1.0	96.0	-6.0	-7.0	97.0	99.0	95.0	98.0	-2.0	97.0
Remaining list, next part.
SMILES	Bfl-1 Bim block	Bim-Bcl-W	HRas wt GTP	Bim-Bcl-2	Bim-Bcl-XL	Rac1 wt GTP bind	Cdc42 wt GTP	Rab7 wt GTP bind	Rab2 wt GTP	Bim-Bcl-B	Rac1 mut GTP
O=C(/C=C/c1ccco1)Nc1ccc(C(=O)N2CCOCC2)cc1	5.0	1.0	104.0	3.0	-3.0	106.0	104.0	100.0	102.0	-8.0	103.0
N#CCCN(CCN1CCCC1)S(=O)(=O)c1ccc(-c2ccc([N+](=O)[O-])cc2)cc1	-4.0	-1.0	96.0	-3.0	-1.0	102.0	95.0	96.0	96.0	-2.0	95.0
COc1cc(NC(=O)NCc2ccncc2)cc(OC)c1OC	-15.0	0.0	102.0	-17.0	-9.0	104.0	104.0	101.0	102.0	-9.0	99.0
COc1cccc(NC(=S)N/N=C2\CC3CCC2(C)C3(C)C)c1 (stereo not given)	-3.0	-3.0	98.0	0.0	-2.0	97.0	95.0	94.0	98.0	-5.0	94.0
Fc1cnc(N2CCOCC2)nc1N1CCc2ccccc21	-12.0	4.0	102.0	-7.0	-2.0	108.0	101.0	101.0	99.0	-4.0	100.0
O=c1[nH]c(CN2CCN(c3ccc([N+](=O)[O-])cc3)CC2)nc2ccsc12	-10.0	1.0	100.0	-9.0	-5.0	102.0	102.0	102.0	101.0	-8.0	102.0
CCCNC(=O)NC(C(=O)OC)C12CC3CC(CC(C3)C1)C2 (stereo not given)	-13.0	1.0	103.0	-9.0	5.0	105.0	104.0	99.0	102.0	-6.0	100.0
COc1ccc(CCNC(=O)CSc2cccc3cccnc23)cc1OC	5.0	-3.0	96.0	-1.0	2.0	96.0	100.0	95.0	98.0	2.0	96.0
CC(=O)c1cccc(NC(=O)COC(=O)c2ccc(S(C)(=O)=O)c([N+](=O)[O-])c2)c1	-4.0	3.0	98.0	-2.0	-1.0	94.0	83.0	99.0	92.0	-5.0	81.0
O=C(NCc1ccccc1)c1nc2c(nnn2Cc2cccc(Cl)c2)c(=O)[nH]1	1.0	-5.0	97.0	-1.0	-3.0	101.0	98.0	96.0	96.0	-4.0	95.0
CCS(=O)(=O)c1ccc(O)c(NC(=O)COc2ccc(C)cc2)c1	7.0	0.0	102.0	-9.0	-8.0	104.0	103.0	101.0	102.0	-18.0	100.0
OC1(c2ccc(F)cc2)CN(c2ccccc2)C2=[N+]1CCS2 (stereo not given)	10.0	-5.0	100.0	-7.0	-8.0	104.0	103.0	98.0	98.0	-4.0	98.0
O=[n+]1c2c(n([O-])c3cc(Br)ccc31)CCCC2	7.0	0.0	100.0	1.0	-5.0	101.0	98.0	100.0	100.0	-7.0	101.0
COc1ccc2c(CSc3nnc(-c4cccnc4)n3-c3ccccc3F)cc(=O)oc2c1	-16.0	-4.0	100.0	-14.0	-8.0	101.0	101.0	102.0	100.0	-10.0	99.0
Cc1cc(N2CCCCC2)nc(SCc2ccc(C#N)cc2)n1	-2.0	1.0	102.0	0.0	0.0	102.0	102.0	96.0	101.0	0.0	99.0
CCOC(=O)Nc1sc2c(c1C#N)CCCC2	0.0	2.0	101.0	0.0	-2.0	104.0	103.0	99.0	102.0	0.0	100.0
O=C(O)/C=C/c1ccccc1Oc1ccccc1	3.0	-2.0	94.0	-3.0	0.0	93.0	91.0	92.0	93.0	-3.0	93.0
COc1cccc(-c2nc3sc4c(c3c(=O)[nH]2)CCCCC4)c1	-3.0	-6.0	99.0	-5.0	-8.0	103.0	98.0	99.0	101.0	-10.0	101.0
CCN1CCN(C(c2ccc(OC)cc2)C(O)C(=O)c2c[nH]c3ccccc23)CC1 (stereo not given)	-10.0	1.0	102.0	-6.0	-5.0	104.0	103.0	100.0	102.0	-6.0	100.0
Cc1cc(NC(=O)CSc2nnc(-c3ccc(S(=O)(=O)N4CCCC4)cc3)n2C)no1	-11.0	0.0	98.0	-8.0	-1.0	101.0	100.0	99.0	98.0	-4.0	99.0
Cc1ccc(Nc2nc3ccccc3c(=O)s2)cc1	-1.0	0.0	98.0	-2.0	-2.0	101.0	98.0	101.0	98.0	-7.0	97.0
COc1ccc(NC(=O)Cn2nnc(-c3ccccc3N)n2)cc1OC	-6.0	-1.0	104.0	-2.0	-2.0	103.0	104.0	103.0	103.0	0.0	99.0
NC(=O)COC(=O)CCCc1c[nH]c2ccccc12	-9.0	2.0	101.0	-4.0	4.0	103.0	97.0	101.0	99.0	-3.0	97.0
CCc1ccc(NC2=NCC(=O)N2Cc2ccc3c(c2)OCO3)cc1	-10.0	4.0	100.0	-2.0	-3.0	107.0	100.0	98.0	99.0	-3.0	101.0
Cc1ccc(C(=O)C2(C)C3c4cc(Br)ccc4OC(=O)C32C(=O)c2ccco2)cc1 (stereo not given)	0.0	0.0	101.0	2.0	3.0	102.0	101.0	102.0	101.0	-3.0	98.0
Oc1ccc(Nc2nc(Cl)nc(NCc3ccco3)n2)cc1	2.0	1.0	101.0	-1.0	-2.0	101.0	96.0	101.0	98.0	-1.0	99.0
COc1ccc(-c2cn3ccccc3n2)cc1[N+](=O)[O-]	-13.0	-3.0	100.0	-6.0	-3.0	104.0	102.0	103.0	100.0	-5.0	101.0
O=C(Nc1cccc(S(=O)(=O)N2CCOCC2)c1)c1ccc2c(=O)n3c(nc2c1)CCCCC3	-4.0	0.0	97.0	-3.0	-1.0	99.0	96.0	102.0	96.0	2.0	95.0
CCO[C@H]1OC(C(=O)N2CCN(Cc3ccccc3)CC2)=C[C@@H](C2CCCCC2)[C@@H]1CCCO	-2.0	-1.0	96.0	-1.0	0.0	100.0	98.0	102.0	97.0	0.0	98.0
CCOC(=O)N1CCC(NC(=O)c2cc3ccccn3n2)CC1	-3.0	3.0	100.0	-4.0	0.0	102.0	99.0	98.0	99.0	-3.0	98.0

Screens: PubChem, NMMLSC
